SW480 rerep = induces DNA re-replication in SW480 colon adenocarcinoma cells; SW480 DNA re-replication, Hoechst DNA content imaging, 48 h; Potency, µM (titrated, usually from 46.1 µM), for inactives: at the top dose re-replication activation, usual class: activators; actives 1.8% (n = 340,000); further: potency means the concentration at half of the fitted maximal effect; % of control where 0% means no effect; nearly all actives have a fitted effect of over 55% in size
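DNA re-replication was detected as more nuclei of elevated Hoechst intensity after 48 hr exposure to compound (23 nL pinned per well of 250 cells).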
KB-3-1 cytotox = kills parental KB-3-1 adenocarcinoma cells; KB-3-1 viability, CellTiter-Glo ATP luminescence, 72 h; Potency, µM (highest dose often 46.1 µM), inactives show at the top dose activity change, negative = cytotoxic, actives largely listed as cytotoxic; actives 1.4% (n = 400,000); AID 1347075; further: potency means the concentration at half of the fitted maximal effect; on the % scale 0 is the no-effect control and ±100 the full control effect; nearly all actives have a fitted effect of over 60% in size
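Screening of KB-3-1 cells (DMEM, 10% FBS, phenol-red free) ran from lowest to highest compound concentration; after 72 h at 37 °C viability was read luminescently and curves fitted.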
DRD3 agonist = agonists of human D3 dopamine receptor; P35462; D3R DiscoveRx beta-arrestin cells, luminescence, 90 min; max activation, %; actives 0.58% (n = 410,000); in the data active means max activation above about 30%; further: 0% is about no effect; mostly tested at two doses, the higher about 12 µM
Target sequence (P35462 whole entry, looked up): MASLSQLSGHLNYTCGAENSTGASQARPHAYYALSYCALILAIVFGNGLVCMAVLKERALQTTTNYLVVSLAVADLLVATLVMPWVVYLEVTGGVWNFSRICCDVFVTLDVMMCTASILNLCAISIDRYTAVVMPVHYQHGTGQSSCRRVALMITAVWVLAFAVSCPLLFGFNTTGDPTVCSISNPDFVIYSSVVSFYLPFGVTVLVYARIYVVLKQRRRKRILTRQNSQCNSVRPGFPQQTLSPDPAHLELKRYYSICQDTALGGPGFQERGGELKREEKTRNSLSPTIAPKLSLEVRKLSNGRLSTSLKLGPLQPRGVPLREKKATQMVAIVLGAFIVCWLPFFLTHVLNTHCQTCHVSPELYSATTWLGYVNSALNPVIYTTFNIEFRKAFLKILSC
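Agonist-mode cell screen: cells plated at 1500/well and incubated overnight at 37 °C, then exposed to library compounds for 90 min at 37 °C. Detection reagent was added for 30–60 min at room temperature, and luminescence was read.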
HT1080 IDH1KD tx = toxicity to HT-1080 IDH1 knockdown cells (counter line). HT-1080 IDH1 knockdown viability, ATP luminescence, 48 h. Potency, µM (doses to about 46.1 µM), without a hit: top-dose activity, negative = toxicity, actives largely listed as cytotoxic. actives 2% (n = 360,000). AID 686971;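 further: potency means the concentration at half of the fitted maximal effect; 0% = DMSO wells and -100% = cell-free medium wells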
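IDH1KD HT-1080 cells, 750/well, RPMI + 5% FBS; compound pinned after 2 h settling; 48 h, 37 °C; CellTiter-Glo luminescence; % activity normalised to DMSO and no-cell wells; curves fitted, classed by r2 and efficacy.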
MCF10A rerep = induces DNA re-replication in MCF 10a normal breast cells. Potency, µM (highest dose often 46.1 µM), without a hit: top-dose activity, positive = re-replication, actives largely listed as activators. actives 2.9% (n = 350,000). MCF 10A DNA re-replication, Hoechst nuclear intensity, 48 h. AID 624296; further: potency means the concentration at half of the fitted maximal effect; % of control where 0% means no effect; nearly all actives have a fitted effect of over 50% in size
IL-1B inflam inh = inflammasome signaling inhibition, IL-1 beta readout; THP-1 LPS/ATP IL-1B secretion, AlphaLISA, 16 h; hits give low values; activity change, % at 57.5 µM; actives 4.7% (n = 360,000); in the data active means activity change below about -50%; inconclusive means mostly about -30% to -49%; further: on the % scale 0 is the no-effect control and ±100 the full control effect
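THP-1 cells pretreated 1 hr with compounds (up to 57.5 uM final), then stimulated with LPS (250 ng/mL final) plus ATP (1.25 mM final); secreted IL-1B measured by AlphaLISA after 16 hr, decreased signal indicating inhibition.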
KB-V1 cytotox = KB-V1 MDR subline cytotoxicity | KB-V1 MDR cells viability, CellTiter-Glo, 72 h | Potency, µM (series often up to 46.1 µM), for the others: top-dose activity change, negative = cytotoxicity, most hits filed as cytotoxic | actives 3.4% (n = 400,000); further: potency means the concentration at half of the fitted maximal effect; on the % scale 0 is the no-effect control and ±100 the full control effect; nearly all actives have a fitted effect of over 60% in size
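Cytotoxicity via CellTiter-Glo luminescence after 72 h compound exposure at 37 degrees C. Cells: drug-selected KB-V1 line, DMEM phenol-red free plus 10% FBS. Compounds tested at multiple concentrations; normalized data fitted to concentration-effect curves.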
GLP1R cytotox = cytotoxicity in counter-screen for GLP-1R inverse agonists. HEK293 cAMP-luciferase reporter cells, luminescence, 24 h. AID 624418. actives 0.13% (n = 410,000). Potency, µM (top dose mostly 38.3 µM), for inactives: at the highest dose activity change, negative = inhibition, most hits filed as inhibitors;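 further: loss of luciferase light is scored as toxicity; potency means the concentration at half of the fitted maximal effect; on the % scale 0 is the no-effect control and ±100 the full control effect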
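Step one: seed cells (200 cells/uL, DMEM with 10% Nu serum, 1% pen-strep). Step two: 12-hour incubation at 37 deg C. Step three: pin 23 nL compound, incubate 24 hr. Step four: add luciferase reagent, read luminescence 12 min later.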
HT1080-NT tox = kills 2HG-producing HT-1080-NT fibrosarcoma cells | actives 1.6% (n = 360,000) | HT-1080-NT fibrosarcoma viability, CellTiter-Glo ATP luminescence, 48 h | Potency, µM (series often up to 46.1 µM), inactives show top-dose activity, negative = less viability, actives largely listed as cytotoxic;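 further: NT is the 2HG producing partner of a matched IDH1 knockdown line; potency means the concentration at half of the fitted maximal effect; 0% = DMSO-treated cells and -100% = media-only wells without cells; nearly all actives have a fitted effect of over 55% in size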
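Compounds were tested in concentration-response format on HT-1080-NT cells for 48 hours at 37 degrees C. Cell viability came from CellTiter-Glo luminescence; curves were classified by r2, response magnitude and activity.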
The depositor's hits bear a star; ? = inconclusive; . = no result given; & = joins results of further samples; [ ] = remark or other dose. Unless noted, the call rests on the fitted dose curve; in most records, active means well fitted curve in the direction sought with a large enough effect; inconclusive means small, poorly fitted or top-dose-only effect, or another doubt; inactive means no such curve, though single readings can be large; an effect the other way counts as inactive or inconclusive.

SMILES	SW480 rerep	KB-3-1 cytotox	DRD3 agonist	HT1080 IDH1KD tx	MCF10A rerep	IL-1B inflam inh	KB-V1 cytotox	GLP1R cytotox	HT1080-NT tox
COc1ccc(-c2cn3nc(N4CCC(C(=O)Nc5ccc(Cl)cc5C)CC4)sc3n2)cc1	.	-9.8%	7.1	.	.	.	0.3%	1.1%	.
COc1ccc(OC)c2[nH]c(=O)c(CCNC(=O)c3ccc4c(c3)OCO4)cc12	5.8%	4.5%	2.9	-1.0%	-6.5%	-29.0	-14.6%	-5.9%	2.6%
CC(C)CCOc1ccc(C(=O)N2CCCC2C(=O)O)cc1 (stereo not drawn)	-1.5%	0.6%	-6.6	10.6%	-28.5%	23.7	-1.8%	-0.3%	-2.3%
CCOc1ccc(CN2CCN(CC(O)Cn3c4ccccc4c4ccccc43)CC2)cc1 (stereo not drawn)	?	4.1%	0.5	-1.2%	?	-1.2	?	9.0%[1.53 µM]	6.1%
Fc1ccc2[nH]c(-c3cccs3)cc2c1	.	9.4%	1.8	.	.	.	8.6%	2.8%	.
COc1ccc(OC)c(NC(=O)CCN2C(=O)c3cccc([N+](=O)[O-])c3C2=O)c1	?	3.7%	0.0	8.4%	0.1%	5.6	20.8%	9.5%	6.7%
CC1(C(=O)Nc2ccc3c(c2)OCCO3)CCN1C(=O)c1ccco1 (stereo not drawn)	.	0.0%	2.4	19.0%	.	31.0	6.3%	2.2%	?
O=C1NN=COc2ccccc21	1.3%	5.5%	-5.3	2.7%	8.3%	12.8	?	3.5%	1.9%
O=C(CCC(=O)N(Cc1ccco1)C(C(=O)NC1CCCC1)c1ccncc1)Nc1cccnc1 (stereo not drawn)	0.0%	3.7%	2.1	2.0%	1.8%	-7.2	9.7%	-18.5%	5.6%
COc1cccc(CNC(=O)CN(C)S(=O)(=O)c2ccc3c(c2)n(C)c(=O)c(=O)n3C)c1	0.5%	6.8%	1.2	11.6%	-2.6%	-3.0	24.2%	3.0%	3.0%
O=C(OC(C(=O)NCc1ccco1)c1ccc(Cl)cc1)c1cccs1 (stereo not drawn)	-16.1%	-0.1%	-2.6	-3.9%	0.8%	13.6	-12.5%	-6.3%	17.8%
CCN1CCN(c2cc(C)c3cc(NC(=S)N4CCN(c5ccc(F)cc5)CC4)ccc3n2)CC1	3.6%	-1.3%	-9.0	-6.7%	?	83.9	-4.7%	?	16.0%
COc1ccccc1Nc1nc(N)nc(CSC(=S)N2CCOCC2)n1	-6.4%	0.1%	0.4	0.1%	?	-4.6	-2.6%	7.6%	-11.9%
CCOc1ccc(CCNC(=O)C(CC(C)C)N2Cc3ccccc3C2=O)cc1OCC (stereo not drawn)	.	?	-2.8	.	.	.	?	3.4%	.
CC12COC3(C(=O)Nc4ccc([N+](=O)[O-])cc4)CC1CCC32C (stereo not drawn)	-2.2%	-0.6%	8.7	-6.9%	?	-4.7	-8.6%	1.6%	-6.4%
c1ccc(N2CCN(c3ccc4nncn4n3)CC2)nc1	-6.0%	-1.9%	-5.0	0.0%	7.0%	-29.7	-25.6%	16.7%	24.4%
COC(=O)c1sccc1Oc1c(Cl)cccc1[N+](=O)[O-]	-4.7%	-0.4%	1.3	-3.8%	-4.1%	-14.9	10.6%	-3.2%	1.5%
Cc1ccc(NS(=O)(=O)c2cc([N+](=O)[O-])ccc2NNC(=S)Nc2cc(C)ccc2C)c(C)c1	?	20.6µM*	-18.4	?	?	-66.9*	2.91µM*	11.2µM*	?
CCN(CC)c1ccc(C2C(C(=O)OC)=C(C)NC(C)=C2C(=O)OC)cc1	5.3%	4.3%	-2.0	0.3%	1.1%	-8.4	-19.9%	10.7%	3.4%
COc1cc(C(=O)NNC(=O)Cc2cccs2)cc(OC)c1OC	0.4%	-4.3%	-3.4	8.3%	11.8%	18.6	-2.2%	-10.8%	3.6%
CCc1nc(SCC(=O)N2CCOCC2)c2c(=O)n(C)c(=O)n(C)c2n1	-1.5%	7.7%	-2.4	4.1%	24.2%	3.6	-3.7%	-11.5%	8.2%
COc1ccccc1CNC(=O)CCNS(=O)(=O)c1ccc2c(c1)oc(=O)n2C	-5.3%	-3.4%&4.2%	0.8&0.1	9.7%	-3.2%	0.6	-13.3%&-10.6%	-17.4%&5.0%	-1.1%
O=C(O)c1ccccc1OC(=O)C12CC3CC(CC(C3)C1)C2	-2.2%	-7.5%	-1.9	-12.9%	-3.2%	22.9	?	-0.1%[7.66 µM]	-3.1%
Cc1ccc(-n2nc3c(=O)n(CCCC(=O)NCc4ccc(C)o4)nc(C)c3c2C)cc1	2.1%	?	2.6	-20.5%	6.6%	?	-18.8%	1.4%	-13.4%
Cc1ccc(OCC(=O)Nc2ccc3c(c2)nc(CCN2CCCC2)n3C)cc1	.	1.6%	-4.6	-10.1%	.	-13.9	10.9%	15.7%	-6.9%

Full records, looked up by structure. Screens in order: SW480 rerep | KB-3-1 cytotox | DRD3 agonist | HT1080 IDH1KD tx | MCF10A rerep | IL-1B inflam inh | KB-V1 cytotox | GLP1R cytotox | HT1080-NT tox
Profile of CC12COC3(C(=O)Nc4ccc([N+](=O)[O-])cc4)CC1CCC32C (stereo not drawn) : -2.2% | -0.6% | 8.7 | -6.9% | ? | -4.7 | -8.6% | 1.6% | -6.4%
Profile of O=C(CCC(=O)N(Cc1ccco1)C(C(=O)NC1CCCC1)c1ccncc1)Nc1cccnc1 (stereo not drawn) : 0.0% | 3.7% | 2.1 | 2.0% | 1.8% | -7.2 | 9.7% | -18.5% | 5.6%
Profile of CCOc1ccc(CCNC(=O)C(CC(C)C)N2Cc3ccccc3C2=O)cc1OCC (stereo not drawn) : . | ? | -2.8 | . | . | . | ? | 3.4% | .

Remaining list, next part.
SMILES	SW480 rerep	KB-3-1 cytotox	DRD3 agonist	HT1080 IDH1KD tx	MCF10A rerep	IL-1B inflam inh	KB-V1 cytotox	GLP1R cytotox	HT1080-NT tox
Cc1cc(C)cc(NC(=O)CN2CCC(NC(=O)Cc3ccccc3)CC2)c1	-1.6%	19.4%	11.6	0.0%	10.5%	-7.4	-11.4%	-35.2%	-3.2%
CC1=C(C)N(C)[C@H](c2ccccc2Br)[C@H](O)C1=O	-7.1%	0.0%	-25.5	8.7%	-1.9%	-22.8	-0.2%	2.0%	5.9%
CCCN1CCN(C(=O)Cn2nc(C)n3c(cc4sccc43)c2=O)CC1	-4.8%	-6.2%	2.2	11.2%	3.9%	4.6	-6.0%	4.6%	-1.3%
Cc1ccc(-n2nnc3c(=O)n(Cc4ccccn4)cnc32)cc1C	-2.4%	14.7%	6.9	9.1%	3.5%	-2.4	?	1.9%	1.1%
CC1(C)CC(=O)C2=C(C1)N(c1ccccc1C#N)C(N)=C(C#N)C2c1cccs1 (stereo not drawn)	-1.5%	-8.1%	2.6	-14.6%	10.3%	-16.7	0.0%	-18.8%	-24.3%
CCCCN(C)C(=O)CSc1nc(NCc2ccc(OC)cc2)c2ccccc2n1	6.8%	-2.3%	-6.6	?	2.9%	?	0.2%	-41.6%	-25.0%
O=C(CSc1nnc(CNC(=O)c2ccco2)o1)Nc1ccc(F)cc1F	10.5%	-1.5%	-10.4	0.2%	-1.4%	-8.9	0.0%	8.4%	7.1%
O=C(NCCCN1CCOCC1)c1c(-c2ccccc2)oc2c1C(OCCCCCO)CCC2 (stereo not drawn)	.	15.7%	2.5	16.4%	.	-7.2	?	0.1%	1.1%
N#C/C(=C\c1ccc(-c2ccccc2)cc1)c1nc(-c2ccco2)cs1	1.0%	-23.4%	2.2	26.6%	23.1µM*	0.1	-2.1%	-9.3%	22.3%
O=C(N/N=C/c1ccc[nH]1)c1cc(-c2ccc(Cl)cc2)nc2ccccc12	?	?	1.8	?	?	6.0	?	-11.6%	?
Nc1c(-c2ccccc2)c(CSc2nc3ccccc3[nH]2)nn1-c1ccc(Cl)cc1	2.6%	?	1.5	-0.4%	14.9%	?	-3.5%	-9.1%	5.5%
CCOCCCn1c(=S)[nH]c2cc(C(=O)N3CCN(c4ccccc4)CC3)ccc2c1=O	-6.8%	?	5.1	5.6%	3.1%	28.5	-1.9%	-12.1%	0.7%
Cc1ccc(S(=O)(=O)N2C[C@@H](C)[C@]3(C2)[C@H](O)[C@H](OC(=O)NC2CCCC2)C[C@H]2C(=O)N(c4ccccc4)C(=O)[C@H]23)cc1	.	-14.3%	-5.1	-11.2%	.	-3.1	-19.9%	20.8%	-16.0%
Cc1ccc(S(=O)(=O)NCCN2CCOCC2)c(C)c1	4.3%	4.8%	-1.9	12.1%	1.5%	14.6	-2.6%	-3.2%	5.8%
CCOC(=O)c1cc(-c2ccccc2)n(CCC(=O)NCCc2ccc(OC)c(OC)c2)c1C	.	-6.9%	2.9	.	.	.	-14.5%	1.9%	.
O=C(CSc1ccc(-c2cccc([N+](=O)[O-])c2)nn1)N1CCCCC1	0.6%	-1.5%	6.5	8.2%	10.6%	-9.4	-0.7%	9.1%	6.3%
CCOC(=O)c1sc2ncn(CC(=O)Nc3ccc(N(C)C)cc3)c(=O)c2c1C	.	29.3%	-21.8	.	.	.	?	1.0%	.
COc1ccc(C)cc1-n1nnnc1SCC1CCCCO1 (stereo not drawn)	-7.2%	0.0%	-10.1	1.8%	-1.8%	0.0	-1.0%	-4.3%	-3.6%
O=C(NC(CSC(=O)c1ccccc1)C(=O)O)OCc1ccccc1 (stereo not drawn)	-1.7%	7.0%	8.4	21.8%	-1.6%	-4.7	-11.1%	12.8%	11.7%
CCCCCSc1nc(N2CCOCC2)c2c(c1C#N)CC(C)(C)OC2	10.7%	?	3.7	-5.4%	?	-12.7	-29.7%	-0.5%	-5.9%
CCOC(=O)c1nnn(-c2nonc2-n2cccc2)c1CN1CCC(C)CC1	?	-1.3%	6.4	5.1%	25.9µM*	?	-28.2%	-32.2%	13.0%
OC(COc1ccc2ccccc2c1)CN1CCCC1 (stereo not drawn)	47.5%	-5.2%	-20.6	-20.3%	2.4%	-24.4	-22.8%	-4.0%	?

Compound activity (PubChem BioAssay)
